GALK inhibitor: inhibitors of human galactokinase; P51570; Purified GALK, Kinase-Glo residual ATP luminescence; Potency, µM (top dose mostly 57.5 µM), inactives show at the top dose activity change, negative = inhibition, hits mostly inhibitors; 270,000 compounds, 0.007% hits; AID 1868; note: potency is the fitted concentration of half-maximal effect; % is set by controls: 0 for no effect and ±100 for the full control effect
Target sequence (P51570 whole entry, looked up): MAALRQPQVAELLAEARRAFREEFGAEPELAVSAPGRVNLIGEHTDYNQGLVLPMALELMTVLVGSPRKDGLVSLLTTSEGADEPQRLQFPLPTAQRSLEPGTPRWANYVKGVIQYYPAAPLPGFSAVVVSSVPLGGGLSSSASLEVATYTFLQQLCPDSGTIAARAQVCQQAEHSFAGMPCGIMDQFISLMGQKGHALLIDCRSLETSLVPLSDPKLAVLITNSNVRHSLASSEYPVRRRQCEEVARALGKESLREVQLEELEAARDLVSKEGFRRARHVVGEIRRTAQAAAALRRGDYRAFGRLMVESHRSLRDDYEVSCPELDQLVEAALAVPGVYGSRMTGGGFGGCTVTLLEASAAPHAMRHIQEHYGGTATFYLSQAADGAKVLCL
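Human GALK (5 nM) with 35 uM ATP and 100 uM galactose in 20 mM HEPES pH 8.0, 5 mM MgCl2, 60 mM NaCl, 1 mM DTT, 0.01% BSA. After 1 h at room temperature, leftover ATP was read by Kinase-Glo Plus luminescence.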
FBPA coupling cs: coupling enzyme interference in Giardia aldolase counter-screen; AID 2472; coupling enzyme system counterscreen, AmpLite Red fluorescence; activity change, negative = inhibition, % at 58.2 µM, hits read low; 290,000 compounds, 0.67% hits; in the data active = activity change below about -30%; note: % is set by controls: 0 for no effect and ±100 for the full control effect
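Counterscreen lacking aldolase: glyceraldehyde-3-phosphate coupling-enzyme reagent preincubated 10 min at RT with compound (at 57.5 uM final), then substrate/coupling system with AmpLite Red added; fluorescence read at 525/598 nm after 20 min RT.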
Giardia kill: kills Giardia lamblia; activity change, % at 7.66 µM, hits read low; Giardia lamblia trophozoite viability; 340,000 compounds, 0.15% hits; AID 540267; in the data active = activity change below about -80%; inconclusive = between about -30% and that limit;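 note: parasites exposed to compound for two days anaerobically before the ATP read; % is set by controls: 0 for no effect and ±100 for the full control effect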
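Luminescent ATP signal served as the viability read-out, measured 15-30 min after adding ATP detection reagent to trophozoites that had been incubated with compounds for 48 hrs at 37 deg C anaerobically at 100 cells/well.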
PKM2 activator: PKM2 (human) enzyme activation | purified PKM2, Kinase-Glo ATP luminescence, activation; response scale: 0% is enzyme alone, no compound | Potency, µM (doses to about 57.5 µM), inactives show top-dose activation, usual class: activators | 260,000 compounds, 0.34% hits | AID 1631; note: potency is the fitted concentration of half-maximal effect; % is set by controls: 0 for no effect and ±100 for the full control effect; nearly all actives have a fitted effect of over 55% in size
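ATP formation by purified human PK-M2, quantified via coupled luciferase luminescence after 1 h at room temperature with 0.1 mM ADP and 0.5 mM PEP final.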
S-ASM inh: inhibitors of human secretory acid sphingomyelinase. Potency, µM (titrated, usually from 57.5 µM), without a hit: at the highest dose activity change, negative = inhibition, most hits filed as inhibitors. 340,000 compounds, 0.006% hits. placental ASM, HMU-PC fluorogenic substrate, 60 min. AID 504937. P17405; note: potency is the fitted concentration of half-maximal effect
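Fluorogenic HMU-PC substrate (9 uM final) is turned over by placental ASM in 60 min at 37 C after a 10 min compound preincubation. Reaction ended by alkaline stop (pH 10), with fluorescence read at 386/447 nm.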
Integrin act MD: activates integrin-mediated alleviation for muscular dystrophy; Potency, µM (doses to about 38.3 µM), for the others: at the highest dose activation, usual class: activators; alpha7betagal myoblasts, beta-gal FDG fluorescence, 48 h; 350,000 compounds, 0.064% hits; AID 624291;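 note: potency is the fitted concentration of half-maximal effect; 100% = response of the positive control SU9516; nearly all actives have a fitted effect of over 60% in size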
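alpha7betagal+/- myoblasts (passage 13, 250/well) treated 48 h at 37C with compounds at 1:260 dilution of DMSO stock. Lysed, then beta-galactosidase activity read as FDG fluorescence (ex 480/em 540) after 30 min, with pre-read for autofluorescence.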
Menin MLL FP TR: displaces Texas Red mutant MLL peptide from human menin. O00255. Menin + Texas Red MLL mutant peptide, fluorescence polarization. Potency, µM (series often up to 61.6 µM), without a hit: top-dose FP activity change, negative = inhibition, hits mostly inhibitors. 270,000 compounds, 0.23% hits. AID 1768; active = well fitted inhibition curve with a large enough effect in the polarisation, with a control signal flat, not every such curve was filed as active; inconclusive = small, poorly fitted or top-dose-only effect, or effect the other way, or a change in a side signal; inactive = no such curve, though single readings can be large or run the other way; the % refers to the polarisation; note: potency is the fitted concentration of half-maximal effect; % of control where 0% means no effect; many of its hits are not listed in these tables
Target sequence (O00255 whole entry, looked up): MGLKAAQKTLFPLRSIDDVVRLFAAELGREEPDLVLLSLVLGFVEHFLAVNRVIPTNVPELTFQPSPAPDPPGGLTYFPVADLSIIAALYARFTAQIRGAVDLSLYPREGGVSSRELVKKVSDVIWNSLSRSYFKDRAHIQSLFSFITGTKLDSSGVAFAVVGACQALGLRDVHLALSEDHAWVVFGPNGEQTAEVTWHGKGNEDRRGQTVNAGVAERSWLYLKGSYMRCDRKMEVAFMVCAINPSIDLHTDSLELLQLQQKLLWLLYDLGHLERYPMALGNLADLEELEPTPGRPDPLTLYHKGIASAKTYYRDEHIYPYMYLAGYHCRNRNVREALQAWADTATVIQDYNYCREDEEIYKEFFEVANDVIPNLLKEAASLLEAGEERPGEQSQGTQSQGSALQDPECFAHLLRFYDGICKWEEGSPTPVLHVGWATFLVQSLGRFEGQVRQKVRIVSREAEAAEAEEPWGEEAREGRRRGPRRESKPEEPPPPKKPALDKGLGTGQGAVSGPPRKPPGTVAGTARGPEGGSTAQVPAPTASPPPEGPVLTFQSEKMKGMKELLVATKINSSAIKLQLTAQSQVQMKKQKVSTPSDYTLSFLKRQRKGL
B2AR arrestin: recruits beta-arrestin to the human beta2-adrenergic receptor | P07550 | beta-arrestin recruitment to beta2AR, cell-based reporter | Potency, µM (series often up to 46.1 µM), without a hit: at the top dose activation, hits mostly activators | 330,000 compounds, 0.02% hits;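 note: potency is the fitted concentration of half-maximal effect; 0% = DMSO controls and full agonism = EC100 isoproterenol or metaproterenol; nearly all actives have a fitted effect of over 65% in size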
TSG101-PTAP inh: blocks PTAP/TSG101 interaction to inhibit HIV-1 budding; Q99816; Fluorescence polarization, FITC-PTAP peptide / Tsg101 binding; Potency, µM (highest dose often 115 µM), for inactives: at the top dose activity change, negative = inhibition, most hits filed as inhibitors; 340,000 tested, under 10 active; active = well fitted inhibition curve with a large enough effect in the main read-out, with a control signal flat, not every such curve was filed as active; inconclusive = small, poorly fitted or top-dose-only effect, or effect the other way, or a change in a side signal; inactive = no such curve, though single readings can be large or run the other way; note: potency is the fitted concentration of half-maximal effect; % of control where 0% means no effect
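FP read-out: FITC-PTAP peptide, 50 nM final, binding Tsg101 binding domain, 10 uM final; 20 min, r.t.; 10 mM HEPES pH 7.5, 0.15 M NaCl, 0.01% Tween 20, 3 mM EDTA, 0.1 mM TCEP.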
BCR signal inh: inhibitors of chronic active B-cell receptor signaling | ABC-DLBCL IkBa-CBG/CBR reporter, luminescence ratio, 4 h | 340,000 compounds, 0.05% hits | Potency, µM (highest dose often 46.1 µM), inactives show at the highest dose ratio change, negative = lower green/red ratio, most hits filed as inhibitors; active = well fitted inhibition curve with a large enough effect in the signal ratio, with a control signal flat, not every such curve was filed as active; inconclusive = small, poorly fitted or top-dose-only effect, or effect the other way, or a change in a side signal; the % refers to the signal ratio;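 note: potency is the fitted concentration of half-maximal effect; plate controls were basal doxycycline-induced cells for no effect and cells given 10 µM MG132 for full effect; MG132 reads +100%, hits lower the ratio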
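TMD8 ABC-DLBCL cells carrying doxycycline-inducible green luciferase fused to IkappaBalpha plus unfused red luciferase were exposed to compounds (up to 46 uM) for 4 hrs at 37C. Activity came from the overlap-corrected green/red luminescence ratio.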
Tb PFK inh: blocks T. brucei phosphofructokinase; O15648; T. brucei PFK, ADP-Glo luminescence; Potency, µM (highest dose often 57.5 µM), inactives show at the top dose activity, negative = inhibition, actives largely listed as inhibitors; 330,000 compounds, 0.17% hits; AID 485367;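 note: potency is the fitted concentration of half-maximal effect; 0% = uninhibited 1x PFK enzyme wells and -100% = no-enzyme wells; nearly all actives have a fitted effect of over 60% in size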
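PFK 1.25 nM, F6P 0.5 mM, ATP 0.1 mM, 0.1 M TEA pH 8.0, 5 mM MgCl2, 0.01% Tween20, 0.1% BSA; 45 min RT. ADP-Glo readout. qHTS titration up to 57 uM; curves fitted, compounds curve-classed.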
* hit, by the source's call; ? = inconclusive; / = no result given; [ ] = remark or other dose. Unless noted, calls come from the whole dose curve; as a rule, active = well fitted curve in the direction sought with a large enough effect; inconclusive = small, poorly fitted or top-dose-only effect, or another doubt; inactive = no such curve, though single readings can be large; an effect the other way counts as inactive or inconclusive. Some of the compounds tested. The share of hits here may be higher or lower than overall.

SMILES	GALK inhibitor	FBPA coupling cs	Giardia kill	PKM2 activator	S-ASM inh	Integrin act MD	Menin MLL FP TR	B2AR arrestin	TSG101-PTAP inh	BCR signal inh	Tb PFK inh
CSc1ncc(C(=O)Nc2ccc(C(C)=O)cc2)c(C)n1	0%	1	-5	/	-15%	21%	0%	-0.5%	-2%	-6%	-4%
O=C(O)c1ccc(NC(=O)C2(c3ccccc3)CCCC2)cc1	3%	14	-15	-3%	5%	22%	/	0.0%	-2%	-4%	-15%
CCOC(=O)C(NC(C)=O)(Nc1ccc(S(=O)(=O)Nc2onc(C)c2C)cc1)C(F)(F)F (stereo unspecified)	-3%	6	12	-3%	0%	2%	7%	-0.4%	-1%	?	1%
Cc1cnn(-c2cc(N/N=C/c3ccccc3F)ncn2)c1	/	-8	-8	-10%	-1%	-14%	2%	-0.4%	0%	0%	3%
CCOc1cc(NC(=S)NCC(C)C)c(OCC)cc1NC(=O)c1cccs1	0%	-2	-8	-3%	6%	4%	-7%	-0.1%	-2%	1%	-3%
Cc1ccc(-c2csc(N3CCN(c4cc5c(cc4Cl)nc(C)n5CCN4CCCCC4)CC3)n2)cc1	/	-4	9	-1%	?	-30%	-1%	-0.5%	-1%	4%	-1%
O=[N+]([O-])c1ccc(N2CCN(S(=O)(=O)c3ccccc3[N+](=O)[O-])CC2)cc1NCc1cccnc1	3%	3	4	13%	-14%	-34%	0%	-0.8%	0%	-2%	-3%
CCN(CC(=O)Nc1ccc2c(c1)OCCO2)C(=O)C1CC(=O)N(c2ccc(OC)cc2OC)C1 (stereo unspecified)	/	/	9	/	4%	7%	/	0.0%	-6%	?	13%
Cc1ccc(C)n1-c1ccc(C(=O)NN=C2CCCC2)cc1	0%	-1	0	-1%	1%	6%	-7%	-0.1%	0%	?	-1%
COc1cc(NC(=O)Cc2ccccc2OC)cc(OC)c1	-1%	0	7	-1%	3%	3%	?	0.1%	0%	2%	1%
CCOc1ccc(CCNC(=O)C2CCN(S(=O)(=O)N3CCCCC3)CC2)cc1OCC	/	3	0	-2%	6%	-8%	-1%	-1.7%	-3%	?	0%
COc1ccc(/C=C2/SC(=O)N(CCCCCC(=O)Nc3ccccc3C(=O)O)C2=S)cc1	-25%	5	-7	1%	-9%	-11%	?	0.0%	-1%	/	-2%
CCCOc1ccc(C(=O)Nc2c[nH]c(=O)[nH]c2=O)cc1	2%	3	12	-14%	-1%	8%	7%	-0.3%	1%	-11%	1%
O=C(NCc1ccc2c(c1)OCO2)C1CCN(c2nccc(C(F)(F)F)n2)CC1	-2%	0	24	3%	9%	?	/	-0.1%	-2%	-13%	1%
O=C(CN1c2cccc3cccc(c23)S1(=O)=O)NCCc1ccc(F)cc1	/	/	-2	/	30%	0%	/	0.9%	-4%	-11%	-2%
Cc1ccc(Cn2cnc3c(cnn3C(C)(C)C)c2=O)cc1	-1%	3	9	-4%	1%	-9%	-12%	-0.2%	-7%	-6%	-2%
CCOC(=O)CNC(=S)N(Cc1cccs1)C1CCCC1	0%	2	-20	1%	2%	-2%	-3%	-2.3%	0%	-1%	1%
CCCCn1c(N)c(N(Cc2ccccc2OC)C(=O)COc2ccc(C)cc2)c(=O)[nH]c1=O	/	/	-10	/	/	12%	/	0.0%	-6%	11%	-3%
CCn1c(C)nc2cc(C(=O)N=Nc3c(O)[nH]c4ccccc34)ccc21	-3%	0	/	2%	/	/	-13%	-0.5%	/	-5%	2%
COCc1cccc(NC(=O)Cc2cccc3ccccc23)c1	-2%	-1	?	6%	7%	2%	18%	0.2%	0%	-11%	-1%
COc1cc2nc(C3CCC3)n(NC(=O)C3CCC3)c(=O)c2cc1OC	2%	-3	12	-2%	-4%	-4%	-10%	-0.5%	-11%	-10%	-11%
O=C(CNS(=O)(=O)c1ccc(Br)s1)NCc1ccc2c(c1)OCO2	2%	1	27	-1%	0%	20%	-8%	-0.5%	-4%	-2%	-7%
COc1cc(/C=N/NC(=O)Cc2ccccc2)cc(OC)c1OC	8%	4	-14	-10%[11.5 µM]	-1%	0%	-2%	5.0%	0%	?	0%
CCc1nc(SCC(=O)c2cccc([N+](=O)[O-])c2)n[nH]1	1%	-2	0	-8%	8%	2%	-1%	-0.7%	-2%	0%	-5%
Cc1cc(C)c(C#N)c(Oc2ccc(O)cc2)n1	1%	4	-10	7%	0%	-16%	22%	-0.9%	-1%	-9%	0%
CC1=CC(C)(C)N(C(=O)CSc2nnc(-c3ccccc3)o2)c2ccc(C)cc21	1%	-3	0	-1%	-9%	-49%[inhibitor]	-4%	/	1%	/	/
O=C(N/N=C/c1sc2ccccc2c1O)c1cccc2ccccc12	2%	4	21	-7%	-18%	22%	?	0.2%	25%	?	?
Cc1cc2oc(=O)cc(CN3CCCCC3)c2cc1O	-3%	1	-1	/	-3%	9%	-20%	-0.7%	-5%	-5%	-1%
Cc1ccc(S(=O)(=O)N2CCCN(C(C)c3nc4ccccc4c(=O)[nH]3)CC2)cc1 (stereo unspecified)	/	/	-10	/	-1%	?	/	-0.3%	1%	2%	9%
COc1ccc(C)cc1NC(=O)C1CCCN(S(=O)(=O)c2ccc3[nH]c(=O)ccc3c2)C1 (stereo unspecified)	-4%	0	21	/	-1%	-13%	4%	0.4%	0%	7%	-1%
NS(=O)(=O)c1ccc(NC(=S)N2CCc3ccccc32)cc1	3%	/	0	-3%	-1%	7%	/	-1.0%	-5%	-11%	-28%
COc1ccc(/C=C/C(=O)NC(=S)Nc2ccc(S(=O)(=O)Nc3cc(C)on3)cc2)cc1	-2%	0	-13	-1%	-6%	31%	?	0.3%	-5%	6%	13%
Cc1cccc2c(SCC(=O)NCC3CCCO3)nc(-c3ccc(F)cc3)nc12 (stereo unspecified)	-1%	1	18	-3%	1%	12%	20%	-0.3%	-2%	3%	-1%
COc1ccc2[nH]c(=O)c(CN(CCN3CCCC3)C(=O)Nc3ccccc3Cl)cc2c1	1%	0	4	-2%	47%[activator]	-6%	-16%	-0.3%	0%	1%	-1%
O=S(=O)(c1cccs1)N1CCN(c2ccc(Cl)cc2)CC1	17%	5	-15	7%	-5%	-11%	?	0.1%	-7%	?	1%
COc1ccc(S(=O)(=O)NCCc2ccncc2)cc1	3%	-1	-8	5%	0%	-25%	-6%	-0.5%	-1%	6%	-4%
O=C(COC(=O)c1c(F)cccc1F)Nc1ccccc1OC(F)F	-3%	0	-4	-5%	3%	-17%	5%	-0.3%	-2%	4%	1%
Cc1cc(C)n2nc(C(=O)Nc3ccn(Cc4ccccc4C)n3)cc2n1	3%	2	27	-3%	-4%	?	/	0.1%	0%	1%	0%
CCc1c(C#N)c(SCCC(=O)Nc2ccc(F)cc2)nc2c1C(=O)CC(C)(C)C2	0%	1	13	0%	-13%	16%	/	-0.1%	0%	?	1%
COC(=O)/C=C1/SC(=NC(=O)c2ccc(OC)cc2)NC1=O	0%	/	?	/	-19%	1%	/	0.0%	-5%	-2%	2%
Cn1c(CCC(N)=O)nnc1SCC(=O)Nc1cc(S(=O)(=O)N2CCCC2)ccc1Cl	/	/	-24	/	2%	-4%	/	-0.1%	-1%	11%	4%
CC(Sc1nnc(COc2ccc([N+](=O)[O-])cc2)n1-c1ccccc1)C(=O)O (stereo unspecified)	1%	13	-11	1%	1%	12%	11%	0.3%	-1%	?	0%
Cc1nn(C)c(C)c1S(=O)(=O)N1CCC(C(=O)Nc2ccc3c(c2)OCCO3)CC1	2%	2	-16	13%	6%	-9%	1%	-0.1%	1%	-16%	2%
CNC(=O)C1CC(=O)N(c2ccc(OCC(=O)Nc3ccccc3C)cc2)C1 (stereo unspecified)	/	/	6	/	-4%	14%	/	-0.8%	-4%	-9%	-9%
COc1ccc2oc(C(=O)NCC(c3ccco3)N(C)C)c(C)c2c1 (stereo unspecified)	/	/	-15	/	4%	-5%	/	-0.2%	0%	?	?
Cc1cccc(-c2ncc(CN3CCN(CCC(C)C)C(CCO)C3)cn2)c1 (stereo unspecified)	-3%	1	-5	0%	0%	-42%	-6%	-0.8%	-1%	6%	-2%

Screening results deposited in PubChem BioAssay by National Center for Advancing Translational Sciences (NCATS).
